S1P4 agonist: human S1P4 receptor agonism; S1P4-expressing cell line, agonist reporter assay; AID 1509; hit rate 0.35% among 220,000; activation, % at 4.98 µM; in the data active means activation above about 11%;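 further: 0% = DMSO vehicle and 100% = reference agonist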
Target sequence (O95977 whole entry, looked up): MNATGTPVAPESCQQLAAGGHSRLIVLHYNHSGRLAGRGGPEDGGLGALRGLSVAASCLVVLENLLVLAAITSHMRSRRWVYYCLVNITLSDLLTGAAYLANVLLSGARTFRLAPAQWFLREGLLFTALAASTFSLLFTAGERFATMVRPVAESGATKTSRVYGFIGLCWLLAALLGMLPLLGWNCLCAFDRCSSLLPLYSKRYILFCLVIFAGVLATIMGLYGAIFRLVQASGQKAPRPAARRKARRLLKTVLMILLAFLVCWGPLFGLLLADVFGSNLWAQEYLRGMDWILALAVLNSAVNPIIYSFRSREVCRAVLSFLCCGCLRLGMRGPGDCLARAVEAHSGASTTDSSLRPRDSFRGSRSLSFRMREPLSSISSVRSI
Ba/F3 V617F tox: lowers viability of Ba/F3 cells expressing EpoR and JAK2V617F; ATP luminescence; inhibition, % at 5.6 µM; hit rate 1.1% among 220,000;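 active means inhibition above the campaign mean plus 3 SD over all tested compounds, cut at about 24% in these data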;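 further: cytokine-independent growth of Ba/F3 cells driven by EpoR plus mutant JAK2; 0% = DMSO-treated cells and 100% = JAK inhibitor I control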
NPY-Y2 PAM-ag: potentiators or agonists of human neuropeptide Y receptor Y2; P49146; cells expressing NPY-Y2, potentiator/agonist read-out; activation, % at 3.6 µM; hit rate 0.45% among 220,000; AID 1359; in the data active means activation above about 27%;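 further: cells stimulated with NPY near EC25 plus isoproterenol at EC100; 0% = vehicle plus submaximal agonist and 100% = vehicle plus saturating agonist; some results beyond the cut were filed as inactive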
CHOP inhibitor: inhibitors of CHOP induction in ER stress response; inhibition, % at 10 µM; CHO-K1 CHOP-promoter luciferase, tunicamycin-induced, 15-18 h; hit rate 3.8% among 220,000;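 active means compounds that reduced the stress-induced luciferase reporter signal by more than about 70% of percent inhibition, limit read from the data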;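 further: 0% = tunicamycin plus vehicle and 100% = wells without tunicamycin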
NPY-Y1 PAM-ag: potentiators or agonists of human neuropeptide Y receptor Y1; P25929; AID 1304; NPY-Y1 expressing cells, potentiator/agonist activation; activation, % at 3.6 µM; hit rate 0.37% among 220,000; in the data active means activation above about 33%, passing the limit was not always enough;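 further: cells stimulated with NPY at EC10 then isoproterenol at EC100; 0% = low agonist plus stimulus and 100% = saturating agonist plus stimulus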
Target sequence (P25929 whole entry, looked up): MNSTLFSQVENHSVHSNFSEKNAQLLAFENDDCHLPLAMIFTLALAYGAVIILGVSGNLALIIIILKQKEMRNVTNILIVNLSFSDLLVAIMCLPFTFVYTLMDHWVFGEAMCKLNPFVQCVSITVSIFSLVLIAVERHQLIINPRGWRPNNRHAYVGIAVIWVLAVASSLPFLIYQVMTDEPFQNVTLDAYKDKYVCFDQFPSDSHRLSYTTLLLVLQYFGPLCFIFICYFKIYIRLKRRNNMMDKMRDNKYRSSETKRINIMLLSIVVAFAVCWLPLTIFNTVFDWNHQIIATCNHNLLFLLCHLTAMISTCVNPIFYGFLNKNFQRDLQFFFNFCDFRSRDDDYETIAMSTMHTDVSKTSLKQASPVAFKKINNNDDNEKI
NPY-Y1 antag: blocks the human neuropeptide Y Y1 receptor | P25929 | HEK293-CNG Y1 cells, membrane potential fluorescence; NPY at EC95, then isoproterenol | inhibition, % at 3.6 µM | hit rate 1% among 200,000 | AID 1040;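 active means inhibition above the campaign mean inhibition of all tested compounds plus 3 SD, cut at about 20% in these data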;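 further: 0% = DMSO wells given NPY plus isoproterenol and 100% = isoproterenol alone without NPY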
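Assay system: HEK293 Y1/CNG channel cell line; Doses: single compound dose of 3.6 µM, 0.4% DMSO; Timing: dye 3 h, compound 60 min room temperature, stimulation 45 min; Technique: Membrane-potential fluorescent dye readout; Measure: % inhibition of NPY effect.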
p47phox inh: inhibitors of human p47phox binding; P14598; AID 1274; p47phox/p22phox peptide binding, fluorescence polarization, 2 h; inhibition, % at 24.7 µM; hit rate 0.53% among 220,000;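 active means inhibition above about 30%, limit read from the data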;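 further: 0% = p47phox with labelled peptide and 100% = labelled peptide alone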
BaF3 parental: parental Ba/F3 viability inhibition as JAK2V617F counter-screen | hit rate 1.1% among 220,000 | CellTiter-Glo ATP luminescence | inhibition, % at 5.6 µM;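 active means inhibition above a per-campaign cutoff, the mean inhibition of all tested compounds plus 3 SD, cut at about 27% in these data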;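 further: 0% = DMSO wells and 100% = JAK Inhibitor I control wells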
S1P4 antagonist: human S1P4 receptor antagonism. S1P4-expressing cells, antagonist mode, reporter read-out. inhibition, % at 4.98 µM. O95977. hit rate 0.26% among 220,000. AID 1510; in the data active means inhibition above about 29%;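 further: 0% = wells stimulated with agonist and 100% = vehicle wells without agonist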
* = called active by the depositor; nt = no result given.

SMILES | S1P4 agonist | Ba/F3 V617F tox | NPY-Y2 PAM-ag | CHOP inhibitor | NPY-Y1 PAM-ag | NPY-Y1 antag | p47phox inh | BaF3 parental | S1P4 antagonist
Cc1cc(C)n2nc(SCc3nnc(-c4cccs4)o3)nc2n1 | 1.1 | -1 | 4 | 12 | 17 | -2 | -5 | 4 | -17
COc1ccc(C(=O)NCC(=O)OCc2ccc(Br)cc2)cc1 | 2.2 | 1 | -5 | 19 | -6 | 5 | -6 | 4 | -6
CCN(CC)S(=O)(=O)c1ccc(OC(C)C)nc1 | -0.5 | 3 | 14 | 16 | -9 | 0 | -2 | 10 | 2
Cc1ccccc1NC(=S)N(CCCN1CCOCC1)Cc1cccs1 | 0.8 | 2 | 5 | 24 | 2 | 9 | -12 | 3 | 8
Cc1ccccc1/C(N)=N/O | -4.3 | -2 | 6 | -23 | -19 | 4 | 4 | 0 | -31
Cc1ccccc1NC(=O)C1(NC(=O)c2cccc(N3C(=O)CSC3c3ccccc3)c2)CCCCC1 (centres undefined) | 0.6 | 0 | -21 | 68 | -11 | 4 | -21 | 9 | 5
Cc1cccc(CCN(CC(=O)NC2CCCCC2)C(=O)c2csnn2)c1 | -0.9 | -5 | 0 | 12 | 0 | 6 | 8 | 0 | -2
CC(C)(C)n1nnnc1C(c1cccnc1)N1CCN(c2cccc(C(F)(F)F)c2)CC1 (centres undefined) | -0.8 | 4 | -2 | 42 | -30 | 18 | 0 | 6 | -6
COc1ccc2sc(N(CCN(C)C)C(=O)/C=C/c3cccs3)nc2c1 | -0.7 | 2 | 41* | -3 | 42* | 8 | -22 | 11 | -11
CCC1C(=O)Nc2ccccc2N1C(=O)c1ccc(Cl)nc1 (centres undefined) | 0.8 | -2 | 5 | -2 | 23 | -3 | -10 | 0 | -4
CC1(C)CC(=O)C(Sc2nnc(-c3ccc(NS(C)(=O)=O)cc3)n2Cc2ccco2)C(=O)C1 | -1.0 | -4 | 10 | 5 | 6 | -3 | -11 | 2 | -8
OC(c1nnc(-c2ccccc2)o1)c1cccs1 (centres undefined) | 1.5 | -2 | 1 | -26 | -2 | 7 | 1 | 6 | -4
O=C(O)c1nn(CC(=O)N2CCCCCC2)c(=O)c2ccccc12 | 0.4 | -2 | -6 | -6 | 7 | 0 | -10 | 7 | -15
Clc1ccc(OCCn2cnc(Cl)c2Cl)cc1 | -1.9 | 2 | -35 | -1 | 6 | nt | -12 | -1 | 2
Cc1ccc(N2C(=O)C(CN3CCOCC3)C2c2ccccc2)cc1 (centres undefined) | 2.2 | -1 | 12 | 8 | 19 | -3 | -2 | 4 | -11
Cc1ccc(N=Nc2c(O)ccc3n[nH]nc23)cc1 | 1.8 | 0 | 17 | 66 | 25 | nt | -87 | 0 | 0
COc1ccc(S(=O)(=O)NCC2CCCN(C(=O)CC3CCCC3)C2)cc1 (centres undefined) | 4.5 | -4 | 5 | 15 | 19 | 12 | -2 | 1 | -15
Cc1ccc(S(=O)(=O)Nc2cc(-c3nn(C)c(=O)c4ccccc34)ccc2N2CCOCC2)cc1 | 0.1 | -4 | 1 | 11 | 9 | 1 | -10 | 3 | 5
CCOC(=O)c1c(C)noc1CP(=O)(c1ccccc1)c1ccccc1 | 1.1 | 2 | -13 | -7 | -22 | 31* | -1 | 3 | -3
COCCn1c(SCC(=O)Nc2ccc(Cl)cn2)nnc1-c1ccncc1 | 0.6 | -1 | -12 | 26 | 1 | 0 | -9 | 5 | -2
CCOCCCNC(=S)N1CCN(Cc2ccc3c(c2)OCO3)CC1 | 2.0 | 2 | -4 | 16 | 0 | 2 | -8 | 7 | -9
CN(C)N=Nc1nc2c(c(=O)n(C)c(=O)n2C)n1CC1CO1 (centres undefined) | 0.8 | 1 | -3 | 10 | 2 | nt | -1 | -2 | 2
Cn1c(SCc2cccnc2)nc2c(c1=O)SCC2 | 1.1 | 2 | -11 | 19 | -1 | -1 | -5 | 0 | -4
Cn1nc(CC(=O)N2CCN(c3ccccc3)CC2)c2ccccc2c1=O | -2.2 | 4 | -5 | 17 | 2 | -1 | 1 | 8 | -33
CN(NC1OC(=O)c2ccccc21)c1ncc(Cl)cc1C(F)(F)F (centres undefined) | -2.0 | 3 | 5 | -9 | -23 | nt | -3 | 3 | 20
Continuation.
SMILES | S1P4 agonist | Ba/F3 V617F tox | NPY-Y2 PAM-ag | CHOP inhibitor | NPY-Y1 PAM-ag | NPY-Y1 antag | p47phox inh | BaF3 parental | S1P4 antagonist
FC(F)(F)c1cc(-c2ccccc2)nc(N2CCCCC2)n1 | 0.6 | -2 | 20 | 20 | -6 | 6 | -3 | 2 | -19
CC(=O)c1cccc(NC(=O)CC2SC(N3CCCCC3)=NC2=O)c1 (centres undefined) | 2.3 | 3 | -8 | 7 | 1 | 1 | -9 | 0 | -25
O=C(Cn1nnc(-c2cccs2)n1)N1c2ccccc2Sc2ccc(C(F)(F)F)cc21 | 1.0 | -3 | 7 | 14 | 9 | 5 | -11 | 3 | 0
CC(=O)Nc1ccc(NC(=O)Cn2cnc3c(nnn3Cc3ccc(F)cc3)c2=O)cc1 | 2.0 | -3 | -1 | -5 | 5 | 3 | -21 | 1 | -28
Cc1ccc(S(=O)(=O)C2(C(=O)Nc3ccc4c(c3)OCO4)CC2)cc1 | 1.2 | -2 | -12 | 20 | 6 | -1 | 5 | 1 | -1
CN1CCc2cccc3c2[C@@H]1Cc1ccc(O)c(O)c1-3 | 3.0 | 1 | 3 | 0 | -16 | -2 | 25 | 9 | 19
COC(=O)c1ccc(C(=O)OC)c(NC(=O)c2cnc3n(c2=O)CCS3)c1 | 1.5 | 1 | 10 | 40 | 7 | 5 | -3 | 3 | 7
COc1ccc(-c2csc(N(CC3CCCO3)C(=O)c3cccs3)n2)cc1 (centres undefined) | 0.6 | 0 | -12 | 5 | -27 | 18 | -6 | 5 | 4
Cc1csc(NC(=O)CSc2nnc(C)n2Cc2ccco2)n1 | 0.8 | -1 | 0 | -8 | -9 | -5 | -20 | 3 | -6
NS(=O)(=O)c1ccc(N2N=C(c3ccccc3)CC2c2ccc(F)cc2)cc1 (centres undefined) | 2.4 | -1 | 3 | 105* | 12 | 3 | -12 | 2 | -13
CCOC(=O)C1CCN(C(=O)c2cn(C)c(=O)c3cc(OC)c(OC)cc23)CC1 | -0.2 | 0 | 15 | -19 | -8 | 0 | -3 | 3 | -22
CCOC(=O)c1c(C)[nH]c(C(=O)OCCOc2ccc(Cl)cc2)c1C | 0.3 | -4 | 2 | 72* | -5 | -1 | -3 | 0 | -13
O=C(O)/C=C/C(=O)Nc1ccc(Cl)cc1C(=O)c1ccccc1 | 1.1 | -3 | 7 | -14 | 22 | nt | 1 | 1 | -3
Nc1c(C(=O)N/N=C/c2ccc(Cl)cc2)cnn1-c1ccccc1 | -1.0 | 1 | -1 | 19 | -4 | nt | 8 | -1 | -1
N#CCCS(=O)(=O)c1nnnn1-c1ccccc1 | -6.7 | 25* | -19 | nt | -22 | -3 | nt | 3 | 38*
COc1ccc(C(=O)Oc2cccc(Nc3ncnc4ccccc34)c2)cc1OC | -1.7 | 5 | 0 | 68 | -18 | 3 | -17 | 14 | -16
COCCCNC(=O)C1CCCCN1S(=O)(=O)c1ccc(F)cc1 (centres undefined) | -0.3 | 2 | -17 | -2 | -11 | 4 | -8 | 9 | -10
COc1ccc(CN2C(=O)CCCc3ccccc32)cc1 | 0.3 | -1 | 14 | 5 | -8 | -1 | -5 | 6 | -8
CCOC(=O)C(Cc1ccccc1)NS(=O)(=O)c1ccc(NC(C)=O)cc1 (centres undefined) | 0.9 | -2 | -5 | 17 | 8 | -6 | -7 | 0 | -7
O=C(Cn1cnc2c(cnn2-c2ccc(F)cc2)c1=O)N1CCCc2ccccc21 | 1.0 | -3 | 4 | 21 | -11 | -1 | -3 | 5 | -1
CN(C)S(=O)(=O)c1ccc(C(=O)NCC(=O)N/N=C/c2cccs2)cc1 | -0.2 | 3 | 3 | 2 | 7 | 1 | -2 | 4 | -8
C=CCn1c(Cc2cccs2)nnc1SCC(=O)Nc1ccc(OC)c(OC)c1 | 3.1 | 0 | 2 | 19 | -4 | -7 | -4 | 8 | -22
Cc1onc(-c2ccccc2Cl)c1C(=O)OCC(=O)c1ccccc1 | 0.8 | -4 | 8 | 8 | 7 | 6 | -4 | 3 | -19
Cc1cccnc1NC(=O)C1c2ccccc2Oc2ccccc21 | -0.1 | 1 | -7 | 13 | -7 | -3 | -11 | 1 | -13
Cc1ccc2[nH]c(=O)c(CN(Cc3cccs3)C(=S)NCC3CCCO3)cc2c1 (centres undefined) | 0.5 | -2 | 4 | 14 | 4 | -2 | -7 | 5 | -14
More entries.
SMILES | S1P4 agonist | Ba/F3 V617F tox | NPY-Y2 PAM-ag | CHOP inhibitor | NPY-Y1 PAM-ag | NPY-Y1 antag | p47phox inh | BaF3 parental | S1P4 antagonist
CN(Cc1ccccc1)C(=O)COC(=O)C1CCN(S(=O)(=O)c2cccs2)CC1 | -0.3 | 0 | 20 | 14 | 5 | -4 | 2 | 3 | -2
Cc1cc(-c2ccccc2)[nH]c(=O)c1S(=O)(=O)c1ccc(Cl)cc1 | -0.9 | -2 | -6 | 59 | -15 | -2 | -11 | 5 | -5
COc1cc(OC)cc(-c2nnc(Sc3ccc(C=O)cc3[N+](=O)[O-])o2)c1 | 1.1 | 3 | 7 | 14 | -9 | -3 | -3 | 9 | -14
CC(=O)/C(C(=N)N1CCN(C(c2ccccc2)c2ccccc2)CC1)=C(\C)O | -1.5 | 0 | 9 | 0 | 7 | -9 | -2 | 1 | -26
COc1ccccc1NC(=O)CC(NC1CCCCC1)C(=O)O (centres undefined) | -0.6 | 6 | 3 | -1 | 12 | -5 | -8 | 11 | 2
COc1cccc2c1nc(C)c1cc(C)oc12 | -1.1 | 4 | 1 | -15 | -16 | -1 | -7 | 7 | 0
O=Cc1cccn1-c1ccc2ccccc2c1 | -0.1 | 2 | 8 | -7 | -5 | 3 | -11 | 4 | 4
CCO[C@H]1OC(C(=O)NCc2ccccc2)=C[C@@H](C)[C@@H]1CCCO | -0.1 | -2 | -4 | 27 | 6 | 0 | -6 | -5 | 0
OCCC1CN(Cc2nc3ccccc3s2)CCN1C1CCCC1 (centres undefined) | -0.1 | -5 | 7 | -11 | 6 | 4 | -1 | 3 | 1
CCOC(=O)c1[nH]ncc1[C@@H]1C[C@H]2CN(Cc3cccc(Cl)c3)C(=O)[C@]23CCCN13 | 0.2 | 0 | 2 | 17 | 14 | nt | -2 | 2 | -5
CCSc1ccc2cc(OC)ccc2[n+]1CC | -1.9 | 82* | 4 | 4 | 0 | 4 | 15 | 88* | 11
CCOC(=O)c1ccc(-n2ccnc2)c(NC(=O)c2ccc(C(C)(C)C)cc2)c1 | 1.8 | -4 | -1 | 31 | -27 | 7 | -3 | 1 | 1
CCCn1c(C)cc(C(=O)CSc2nc3ccccc3c(=O)n2Cc2ccco2)c1C | -0.7 | -1 | 3 | 3 | -1 | 1 | -19 | 2 | -12
CC(C)(CN1CCN(c2ccccc2)CC1)NS(=O)(=O)c1ccccc1 | 1.9 | 5 | -30 | 5 | -1 | nt | -7 | 1 | -5

Ordered by value in S1P4 agonist (low to high): some entries from above.
canonical_smiles | S1P4 agonist | NPY-Y2 PAM-ag | CHOP inhibitor | NPY-Y1 PAM-ag | NPY-Y1 antag | p47phox inh | S1P4 antagonist
COc1cccc2c1nc(C)c1cc(C)oc12 | -1.1 | 1 | -15 | -16 | -1 | -7 | 0
CCCn1c(C)cc(C(=O)CSc2nc3ccccc3c(=O)n2Cc2ccco2)c1C | -0.7 | 3 | 3 | -1 | 1 | -19 | -12
CCOC(=O)c1[nH]ncc1[C@@H]1C[C@H]2CN(Cc3cccc(Cl)c3)C(=O)[C@]23CCCN13 | 0.2 | 2 | 17 | 14 | nt | -2 | -5

Screening results from PubChem.
